Abeta yeast res = restores growth of yeast expressing A-beta42 peptide; Potency, µM (highest dose often 46.1 µM), without a hit: at the highest dose growth rescue, most hits filed as activators; hit rate 0.063% among 410,000; yeast expressing A-beta42, growth rescue, OD600, 48 h; response scale: 0% DMSO, 100% iron-clioquinol control; AID 1347071; note: potency is the fitted concentration of half-maximal effect; nearly all actives have a fitted effect of over 55% in size
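Yeast growth medium received pinned compounds, then yeast cells expressing toxic A-beta were added; plates incubated at 30 C for 48 hr. Growth read as absorbance at 600 nm, normalized to DMSO and equimolar FeCl3 plus clioquinol controls.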
GLP1R inv ag = acts as inverse agonist at human GLP-1 receptor | P43220 | HEK293 GLP-1R CRE-luciferase, luminescence, 24 h; GLP-1R form is constitutively active | Potency, µM (top dose mostly 38.3 µM), for inactives: at the top dose activity change, negative = inhibition, actives largely listed as inhibitors | hit rate 1.6% among 410,000; note: potency is the fitted concentration of half-maximal effect; % is set by controls: 0 for no effect and ±100 for the full control effect; nearly all actives have a fitted effect of over 55% in size
Target sequence (P43220 whole entry, looked up): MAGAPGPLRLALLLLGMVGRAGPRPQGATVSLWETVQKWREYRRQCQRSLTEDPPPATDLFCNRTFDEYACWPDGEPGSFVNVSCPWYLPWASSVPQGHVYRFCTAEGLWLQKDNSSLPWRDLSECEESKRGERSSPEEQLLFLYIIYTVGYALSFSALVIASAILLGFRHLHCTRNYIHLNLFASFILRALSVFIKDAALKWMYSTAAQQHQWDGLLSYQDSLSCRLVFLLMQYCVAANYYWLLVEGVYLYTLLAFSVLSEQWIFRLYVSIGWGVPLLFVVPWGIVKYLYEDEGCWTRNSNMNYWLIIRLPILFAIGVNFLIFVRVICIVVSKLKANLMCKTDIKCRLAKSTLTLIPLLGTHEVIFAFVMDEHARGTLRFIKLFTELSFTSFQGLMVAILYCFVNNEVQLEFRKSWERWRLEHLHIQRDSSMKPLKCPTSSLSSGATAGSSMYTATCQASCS
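HEK293 cells stably co-expressing constitutively active GLP-1R and a cAMP-responsive luciferase reporter were seeded in DMEM with 10% Nu serum, given compounds after 12 h, and incubated 24 h at 37 deg C. Luminescence was then read.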
PTHR1 agonist = PTHR1 (human) receptor agonism; Q03431; HEK293 GP2 PTHR1 cells, GloSensor cAMP luminescence, 1 h; Potency, µM (titrated, usually from 115 µM), without a hit: top-dose activation, most hits filed as activators; hit rate 0.075% among 410,000; AID 743266; note: potency is the fitted concentration of half-maximal effect; nearly all actives have a fitted effect of over 55% in size; some results filed as inactive show a strong effect at the top dose; inactives centre near -15; many of its hits are not listed in these tables
Target sequence (Q03431 whole entry, looked up): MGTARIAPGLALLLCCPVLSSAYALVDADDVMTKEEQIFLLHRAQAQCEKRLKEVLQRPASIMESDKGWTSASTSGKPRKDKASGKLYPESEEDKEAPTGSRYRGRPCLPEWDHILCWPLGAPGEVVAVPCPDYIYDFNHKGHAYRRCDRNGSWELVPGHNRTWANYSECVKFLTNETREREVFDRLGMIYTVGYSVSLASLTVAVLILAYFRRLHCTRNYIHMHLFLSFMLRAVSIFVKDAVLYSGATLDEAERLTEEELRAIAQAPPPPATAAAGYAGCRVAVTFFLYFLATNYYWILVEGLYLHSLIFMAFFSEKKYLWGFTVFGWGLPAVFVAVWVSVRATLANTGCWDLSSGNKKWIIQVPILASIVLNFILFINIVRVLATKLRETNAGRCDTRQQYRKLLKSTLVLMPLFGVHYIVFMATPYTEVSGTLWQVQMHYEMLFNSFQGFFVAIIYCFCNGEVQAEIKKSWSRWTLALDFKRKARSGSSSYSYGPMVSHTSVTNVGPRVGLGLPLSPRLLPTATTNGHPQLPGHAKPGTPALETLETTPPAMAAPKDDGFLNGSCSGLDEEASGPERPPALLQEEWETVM
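HEK-293-derived GP2 cells expressing PTHR1 and a GloSensor cAMP reporter, 3,000/well, plated overnight, given luciferin plus IBMX (each 0.5 mM as added) for 1 h at 37 °C, then compound for 1 h at 37 °C. Luminescence was read after 15 min at room temperature.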
GLP1R cytotox = cytotoxic in the GLP-1 receptor inverse agonist counter-screen; Potency, µM (top dose mostly 38.3 µM), for inactives: top-dose activity change, negative = inhibition, most hits filed as inhibitors; hit rate 0.13% among 410,000; HEK293 cAMP-luciferase reporter cells, luminescence, 24 h; AID 624418;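 note: loss of luciferase light is scored as toxicity; potency is the fitted concentration of half-maximal effect; % is set by controls: 0 for no effect and ±100 for the full control effect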
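MLSMR compounds, 24 hr on cells at 37 deg C/5% CO2; luminescence after luciferase reagent (12 min RT). Inhibition counted as the undesired cytotoxic outcome.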
Mm-Cpn inhibitor = blocks the Methanococcus maripaludis chaperonin Mm-Cpn | purified Mm-Cpn ATPase, ADP Transcreener TR-FRET | Potency, µM (doses to about 76.9 µM), for inactives: at the highest dose activity, negative = inhibition, most hits filed as inhibitors | hit rate 0.031% among 330,000; note: potency is the fitted concentration of half-maximal effect; % is set by controls: 0 for no effect and ±100 for the full control effect; nearly all actives have a fitted effect of over 80% in size
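25 nM Mm-CPN + cpd, 10 min 37°C; + 10 uM ATP, 30 min 37°C; buffer 30 mM Tris pH 7.4, 100 mM KCl, 5 mM MgCl2, 1 mM DTT; Transcreener ADP HTRF detection 30 min RT.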
aSyn rescue = alpha-synuclein toxicity inhibition in yeast; Yeast expressing alpha-synuclein, growth rescue, BacTiter-Glo, 24 h; Potency, µM (top dose mostly 46.1 µM), inactives show at the top dose growth rescue (activation), most hits filed as activators; hit rate 0.14% among 370,000; AID 652106; note: potency is the fitted concentration of half-maximal effect; % of control where 0% means no effect; nearly all actives have a fitted effect of over 65% in size
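Galactose-induced alpha-syn yeast (OD600=0.02, raffinose-pregrown) + pinned cpd, 24 hr, 30 deg C; growth by BacTiter-Glo luminescence. Growth restoration scores as activation.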
FUS suppressor = FUS proteinopathy suppression in yeast | S. cerevisiae FUS-expressing, growth rescue, OD600, 24 h | Potency, µM (top dose mostly 76.6 µM), for inactives: at the highest dose growth rescue (activation), usual class: activators | hit rate 0.24% among 390,000 | AID 1347120;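 note: potency is the fitted concentration of half-maximal effect; plate controls were DMSO vehicle for no effect and reference control for full effect; nearly all actives have a fitted effect of over 55% in size; some results filed as inactive show a strong effect at the top dose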
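Read-out: OD at 600 nm after 24hr at 30C, reporting rescue of FUS-induced yeast toxicity. Cells at OD 0.005 in galactose (2%) minimal medium; compounds tested in a dilution series; CP55940 titration from 92uM final as control.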
pAkt inh = Akt phosphorylation inhibition. Neuro2A IGF-stimulated pAkt S473 HTRF, 20 min; hits give low values. activity change, % for hits at 50 µM. hit rate 0.32% among 360,000. AID 651550; in the data active = activity change below about -80%; inconclusive = mostly about -51% to -80%; note: % is set by controls: 0 for no effect and ±100 for the full control effect
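Neuro2A cells (4,500/well, DMEM with 0.5% FBS) were treated with compound at a single 50 µM final concentration, stimulated with 6 nM IGF for 20 min at 37 °C, and lysed. Phospho-Akt Ser473 was read by HTRF as 665/615 ratio ×10^4.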
TDP43 rescue = inhibitors of TDP-43 toxicity in yeast. TDP-43 expressing yeast growth rescue, BacTiter-Glo, 24 h. Potency, µM (series often up to 46.1 µM), without a hit: at the top dose growth rescue (activation), usual class: activators. hit rate 1.8% among 410,000. AID 652104; note: potency is the fitted concentration of half-maximal effect; % of control where 0% means no effect; nearly all actives have a fitted effect of over 50% in size
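In this qHTS, compounds that restore growth of yeast expressing TDP-43 appear as activators. Cells (OD600=0.02, galactose medium, raffinose-pregrown) are incubated with compound 24 hr at 30 deg C and growth is quantified by BacTiter-Glo.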
Starred values were filed as active, the others as inactive; i = inactive; ? = inconclusive; / = no result given; [ ] = another dose, or the depositor's remark. Unless noted, calls come from the whole dose curve; as a rule, active = well fitted curve in the direction sought with a large enough effect; inconclusive = small, poorly fitted or top-dose-only effect, or another doubt; inactive = no such curve, though single readings can be large; an effect the other way counts as inactive or inconclusive. These rows are one share of the data. The share of hits here may be higher or lower than overall.

SMILES | Abeta yeast res | GLP1R inv ag | PTHR1 agonist | GLP1R cytotox | Mm-Cpn inhibitor | aSyn rescue | FUS suppressor | pAkt inh | TDP43 rescue
COc1ccccc1-c1nnc(Sc2nc([N+](=O)[O-])nn2C)o1 | 13.2% | -1.4% | -6.1%[57.5 µM] | ? | -1.0% | 11.7% | 20.6% | i | 14.5%
O=C(COC(=O)CNC(=O)c1ccco1)NCc1ccc(F)cc1 | 6.9% | -3.0% | -24.3% | -9.5% | 0.9% | -10.3% | 15.3% | i | -10.9%
COc1ccc(C(=O)COC(=O)c2cccnc2SC)cc1 | -6.7% | -5.9% | i | 1.1% | 1.6% | 1.3% | -9.6% | i | 2.2%
N#CC(Cc1cccs1)c1nc2ccccc2[nH]1 (stereo not given) | 5.5% | 11.8% | i | 4.7% | / | 2.6% | -19.7% | i | 17.5%
O=C1CC(=C(c2ccccc2)c2ccccc2)C(=O)N1CCCCN1CCN(c2ccccc2)CC1 | 5.9% | 1.26µM* | i | ? | -1.6% | -1.9% | 12.5% | i | -17.4%
C/C(=N\N)c1c(-c2ccccc2)c2cc(C)ccc2[nH]c1=O | 2.2% | 0.6% | -11.2% | 11.4% | -0.9% | 0.2% | 24.3% | i | 9.0%
O=C(COC(=O)C1CC2C=CC1C2)Nc1ccccc1 (stereo not given) | 6.8% | -3.6% | -9.3% | -20.5% | -0.3% | -20.0% | -19.3% | i | 14.3%
Cc1nc2sc(-c3ccccc3)cc2c(=O)n1-n1cccc1 | 12.3% | -21.4% | -25.9%[57.5 µM] | 20.6% | 0.7% | -2.9% | 42.5% | i | -13.7%
O=C(C[C@@H]1C/C=C\CCCC(=O)OC[C@@H]2CCCN2C1=O)NCCO | 2.5% | 3.5% | i | 3.0% | -4.2% | -0.2% | -14.4% | i | 2.3%
C=CCn1c(SCC(=O)N2CCN(C(=O)OCC)CC2)nc2c([nH]c3ccccc32)c1=O | -2.4% | 11.5% | i | 3.9% | / | 1.6% | -13.8% | i | 26.1%
Cc1ccc(NC(=O)c2cn(-c3cccc(C)n3)cn2)cc1 | -11.1% | 4.7% | i | -17.9% | -2.5% | -8.8% | -16.1% | i | 1.0%
CCN1C(=O)[C@@H]2[C@@H](c3ccc(-c4ccc(C(C)=O)cc4)c(OC)c3)N3CCC[C@@]3(C(=O)OC)[C@@H]2C1=O | -17.9% | 19.0% | -24.3% | 2.2% | -7.8% | 1.8% | ? | i | 0.6%
O=C(NC(NC(=S)Nc1cccc(C(=O)O)c1)C(Cl)(Cl)Cl)OCc1ccccc1 (stereo not given) | -9.4% | 10.0% | i | 6.8% | 0.3% | -5.8% | 13.8% | i | -9.5%
O=C(Nc1ccccc1)N1CCc2scc[n+]2-c2ccccc21 | 3.0% | 0.4% | -7.9% | -3.2% | 1.4% | -1.5% | ? | i | 14.0%
Cc1cccc(C(=O)Nc2ccc(C(=O)OCc3cc(=O)n4c5c(sc4n3)CCCC5)cc2)c1 | -25.1% | 17.3% | -0.4% | 1.0% | / | / | 28.2% | / | 6.8%
CCN(Cc1nc2ccccc2c(=O)[nH]1)C(=O)c1cc(C2CC2)nn1-c1ccccc1 | -11.3% | -27.4% | -4.0% | -4.9% | 0.1% | -2.3% | 41.4% | i | ?
O=C(O)C1CC=CCC1C(=O)NNc1c(Cl)cc(Cl)cc1Cl (stereo not given) | -4.2% | -4.9% | i | 3.1% | -1.3% | -6.8% | 3.1% | i | 5.5%
Cc1ccc(F)cc1NC(=O)CCc1c(C)[nH]c(=O)c(C#N)c1C | -20.0% | 23.1% | -8.5% | 10.3% | -12.9% | -4.0% | -6.3% | i | -11.6%
CCc1ccc(S(=O)(=O)Nc2ccc(O)c3ccccc23)cc1 | -10.0% | 3.8% | -59.7%[inhibitor] | -21.7% | -4.1% | 6.2% | 18.3% | i | 7.5%
O=C(Nc1ccc(NC(=O)C2CC2)nc1)c1cccc(F)c1 | -7.8% | 15.2% | -0.7%[57.5 µM] | -0.4% | -19.3% | -2.8% | 5.3% | i | -2.5%
CC(=O)c1sc(NC(=O)C2COc3ccccc3O2)nc1C (stereo not given) | -23.5% | ? | -20.0% | 2.7% | ? | -4.6% | -9.2% | i | 8.0%
Cc1ccc(C)c(N(Cc2cc3ccc(C)cc3[nH]c2=O)C(=O)c2ccco2)c1 | 28.5% | ? | -11.1% | -9.6% | 1.3% | 1.0% | -14.2% | i | 14.1%
CCn1c(SCC(=O)NNC(=O)c2ccc(C)cc2)nnc1C(C)C | -6.6% | 0.8% | -9.6% | -2.7% | 1.0% | 1.9% | 6.1% | i | -13.9%
Cc1nccn1CC(=O)c1ccc(O)c(O)c1 | 7.6% | 11.8% | -16.2% | 2.3% | 0.6% | -6.2% | -3.9% | i | ?
C=CCc1ccc(OCCOc2cccc3cccnc23)c(OC)c1 | -3.2% | ? | i | -6.1% | -0.4% | 0.5% | 5.0% | i | ?
CN1C(=O)[C@H]2[C@@H](c3ccc(C(F)(F)F)cc3)N[C@]3(CCCN(Cc4ccc(F)cc4)C3=O)[C@H]2C1=O | 0.2% | -23.9% | -50.2%[inhibitor] | 1.7% | / | -2.6% | 1.6% | i | 13.1%
N#Cc1c(-c2ccccc2)c(-c2ccccc2)n[nH]c1=O | -2.2% | -16.4% | i | -5.8% | 2.4% | 0.6% | -17.2% | i | -7.9%
CC1Cc2ccccc2N1C(=O)c1cnc2ccccn2c1=O (stereo not given) | 5.0% | 13.1% | -51.1%[inhibitor][57.5 µM] | -15.4% | -0.5% | -6.8% | 12.4% | i | -9.9%
CC(C)c1ccc(NC(=S)NNC(=O)C2CC2)cc1 | 21.8% | 10.4% | -26.8% | 1.2% | 2.7% | -2.2% | -30.6% | i | 24.6%
CC1CCC2(CC1)NC(=O)N(Cc1nnc(-c3cccs3)o1)C2=O (stereo not given) | 5.7% | -13.6% | i | 4.3% | -0.4% | 11.9% | 1.2% | i | 0.3%
CC(SCC(=O)Nc1ccccc1)c1nc2ccccc2c(=O)[nH]1 (stereo not given) | 7.0% | 18.7% | -8.2% | -4.0% | 0.0% | -1.1% | / | i | -19.1%
Cn1c(SCC(=O)Nc2cc(S(=O)(=O)N3CCOCC3)ccc2N2CCOCC2)nnc1-c1ccncc1 | -0.4% | 8.3% | i | -0.6% | -0.3% | 3.0% | 1.5% | i | 11.5%
Cc1cccc(NC(=O)N(Cc2cc3cc(C)cc(C)c3[nH]c2=O)CC2COCCO2)c1 (stereo not given) | -14.3% | -22.0% | -1.8% | -25.3% | -10.2% | 1.6% | 35.5µM* | i | -12.7%
COc1cc2c(C(=O)N3CCN(c4ccc(F)cc4)CC3)cn(CC(C)C)c(=O)c2cc1OC | -4.4% | 12.2% | -21.0% | 3.5% | / | / | 27.5% | / | 0.0%
O=C1/C(=C\c2ccncc2)CCc2ccccc21 | -67.7%[inhibitor] | -3.1% | -30.8%[inhibitor] | 9.6% | -4.5% | -8.2% | -22.5% | i | ?
Cc1ccc(NC(=O)CSc2nnc(CNC(=O)c3ccco3)n2C)cc1C | 0.6% | 5.6% | i | -5.5% | 0.6% | 8.6% | 3.4% | i | 14.8%
Cc1cccc(-c2nc3c4ccccc4n(CC(=O)Nc4cccc(F)c4)c(=O)n3n2)c1 | -9.2% | ? | -12.0% | -4.8% | / | / | -9.3% | / | ?
CCN(CC(=O)NCc1ccc(Cl)cc1)C(=O)CSCC(=O)Nc1cccc(C)c1 | 3.0% | ? | -4.2% | -16.0% | 0.1% | 1.9% | 4.9% | i | 1.5%
Cc1ccc(CNC(=O)c2sc3nc(-c4ccc(F)cc4)ccc3c2N)cc1 | -5.9% | 0.6% | i | 67.3%[activator] | / | / | 25.1µM* | / | 7.8%
O=c1cc(-c2ccccc2Cl)oc2c(NS(=O)(=O)c3ccccc3C(F)(F)F)ccc(O)c12 | -3.5% | 6.9% | i | 2.3% | 0.6% | 4.8% | 0.4% | i | -21.7%
Cc1cc(C)nc(N2CCCC(C(=O)Nc3nnc(C)s3)C2)n1 (stereo not given) | 8.1% | 17.4% | i | 3.5% | 1.2% | 3.7% | 15.3% | i | -5.0%
COC(=O)c1nnn(CC(=O)Nc2ccc(Br)c(C)c2)c1N | -3.4% | 7.0% | -6.2% | -4.4% | / | / | -0.8% | / | 28.3%

Filtered by structure, those above with a cyano group.
SMILES | Abeta yeast res | GLP1R inv ag | PTHR1 agonist | GLP1R cytotox | Mm-Cpn inhibitor | aSyn rescue | FUS suppressor | pAkt inh | TDP43 rescue
N#CC(Cc1cccs1)c1nc2ccccc2[nH]1 (stereo not given) | 5.5% | 11.8% | i | 4.7% | / | 2.6% | -19.7% | i | 17.5%
Cc1ccc(F)cc1NC(=O)CCc1c(C)[nH]c(=O)c(C#N)c1C | -20.0% | 23.1% | -8.5% | 10.3% | -12.9% | -4.0% | -6.3% | i | -11.6%
N#Cc1c(-c2ccccc2)c(-c2ccccc2)n[nH]c1=O | -2.2% | -16.4% | i | -5.8% | 2.4% | 0.6% | -17.2% | i | -7.9%

Bioassay records from PubChem BioAssay.
